High-throughput results from PubChem BioAssay.
M1AAP inhibition – malaria alanyl aminopeptidase activity blockers – biochemical, fluorogenic H-Leu-NHMec substrate, 1536-well (AID 1445). recombinant M1AAP, H-Leu-NHMec fluorogenic kinetic assay; higher % means a stronger effect. 0.42% of 220,000 active. inhibition, % at 30 µM, or IC50 in µM where a hit was titrated;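 active = primary inhibition above the hit cutoff, then over 50% inhibition at one or more dose response concentrations, cut at about 23% in these data, passing the limit was not always enough; inconclusive = conflicting primary data, or primary hits not chosen for dose response; inactive = low primary inhibition, or under 50% at every dose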;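 note: plate controls were DMSO full reaction for no effect and no enzyme background for full effect; strong numbers were not always called active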
SIAH1 antagonists – Siah-1 peptide-binding antagonists, primary screen, biochemical, fluorescence polarization, rhodamine-plectin, uHTS (AID 1817). Siah-1 / rhodamine-plectin peptide fluorescence polarization; higher % means a stronger effect. displacement, % at 20 µM, or IC50 in µM where a hit was titrated. 0.02% of 290,000 active;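 active = displacement of at least 50% at 20 µM, with a fluorescence ratio check between 0.3 and a set limit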;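 note: plate controls were Siah plus tracer with DMSO for no effect and tracer alone without Siah for full effect; strong numbers were not always called active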
CSM14.1 death rescue – protection against thapsigargin-triggered cell killing – 384-well, CSM14.1, ATP luminescence, primary screen (AID 1222). CSM14.1 thapsigargin-induced death rescue, ATP luminescence; higher % means a stronger effect. one-dose cellular ATP content (survival), % at 20 µM; EC50 in µM for titrated hits. 190,000 tested, under 10 active;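 active = EC50 below 50 µM in the dose-response confirmation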;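 note: death triggered by thapsigargin at about 15 µM added after 2 h compound pretreatment; cell ATP read after overnight thapsigargin exposure of roughly 18 to 22 hours; normalized against plate controls of thapsigargin alone and 5% DMSO vehicle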
human PMI inhibitors – human PMI inhibitors, high substrate, primary screen, biochemical, fluorescence intensity, high mannose 6-phosphate (AID 1220); recombinant PMI enzyme, coupled fluorescence intensity; higher % means a stronger effect; one-dose inhibition, % at 20 µM; IC50 in µM for titrated hits; 0.66% of 190,000 active; in the data active = inhibition above about 50%
XIAP antagonists – XIAP antagonists, biochemical, IAP family, fluorescence polarization (AID 1018). XIAP BIR domain, fluorescence polarization peptide displacement; higher % means a stronger effect. one-dose displacement, % at 20 µM; IC50 in µM for titrated hits. 0.007% of 200,000 active; in the data active = displacement above about 50%; note: a part of the inactive calls stands beside numbers as strong as those of hits
Yfh1-off respiration – enhancers of respiration in Yfh1-depleted yeast, dose response, Friedreich's ataxia, plus single-dose screen (AID 1465); S. cerevisiae Yfh1-off respiration, WST-1 reduction, 72 h; higher fold induction means a stronger effect; fold induction at 50 µM, or EC50 in µM where a hit was titrated; 0.074% of 220,000 active;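 active = fold induction of absorbance versus untreated yeast above a set limit, then at least 30% activation at any dose in follow-up; inconclusive = repeats straddling the limit, or above it without dose testing; inactive = fold induction below the set limit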;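 note: activators that raise dye reduction in frataxin-depleted yeast; strong numbers were not always called active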
West Nile virus CPE – inhibition of WNV-induced cytopathic effect – cell-based, CPE readout (AID 1621) | West Nile virus-infected cells, CPE inhibition; higher % means a stronger effect | CPE inhibition, % at 10 µM; hits with a dose series show IC50 in µM | 0.02% of 290,000 active; in the data active = a potency from the dose series; inconclusive = CPE inhibition mostly from about 3.7% at the one dose, without a potency; inactive = the rest, 99 in 100 with CPE inhibition below about 2.2%; note: strong numbers were not always called active
M17LAP inhibition – P. falciparum M17LAP inhibitors, primary screen, biochemical, fluorogenic H-Leu-NHMec substrate, 1536-well (AID 1619) | recombinant M17LAP, H-Leu-NHMec fluorogenic kinetic assay; higher % means a stronger effect | inhibition, % at 30 µM; hits with a dose series show IC50 in µM | 0.38% of 220,000 active;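 active = compound inhibiting the enzyme by more than half at any dose during confirmatory dose-response retesting; inconclusive = strong single-dose inhibitors picked by rank but not retested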;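 note: plate controls were full reaction with DMSO carrier for no effect and no enzyme background for full effect; strong numbers were not always called active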
PhoP inhibition – inhibitors of PhoP regulon expression, primary screen, Salmonella Typhimurium, GFP reporter (AID 1863) | 0.16% of 300,000 active | inhibition, % at 50 µM; hits with a dose series show IC50 in µM | S. Typhimurium PhoP-regulated promoter GFP reporter, 4 h; higher % means a stronger effect;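 active = inhibition over 29.93%, a cutoff 3 SD above the screen mean, later confirmed by dose response; inconclusive = inhibition over 29.93% but no dose response follow-up; inactive = inhibition at most 29.93% or unconfirmed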;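 note: 0% = low Mg2+ inducing control and 100% = high Mg2+ repressing control; strong numbers were not always called active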
* hit, by the source's call; i = inactive; ? = inconclusive; nt = not tested or not shown.

SMILES | M1AAP inhibition | SIAH1 antagonists | CSM14.1 death rescue | human PMI inhibitors | XIAP antagonists | Yfh1-off respiration | West Nile virus CPE | M17LAP inhibition | PhoP inhibition
COc1ccc(S(=O)(=O)Nc2ccccc2C)cc1 | 7% | 0% | -3.9% | 0% | -5.4% | i | -0.1% | 0% | 8%
N#CCC(=O)Nc1ncn(Cc2ccccc2Cl)n1 | -11% | 0% | -3.2% | -23% | -5.0% | i | 0.2% | -9% | -5%
Fc1ccc(NC(=S)Nc2ccc(Cl)cc2)cc1 | 1% | -3% | nt | -12% | -3.3% | i | 0.7% | -12% | -1%
FC(F)(F)c1cnc2c(-c3ccc(Cl)cc3Cl)noc2c1 | -2% | -4% | -1.3% | 4% | 1.7% | i | 0.3% | 1% | 7%
Cc1cc(NC(=O)CSc2ccc(-c3ccc4c(c3)OCO4)nn2)no1 | 3% | -7% | 0.1% | -17% | -6.4% | i | 0.7% | 5% | -7%
COc1ccc(C(=O)N2CC(=O)Nc3ccccc32)cc1S(=O)(=O)N1CCCC1 | 3% | -1% | -0.8% | 16% | -12% | i | 0.1% | -1% | -9%
Cc1c(CC(Cl)(Cl)Cl)c2c(n1O)CC(C)(C)CC2=O | -3% | 3% | -1.0% | -8% | -5.9% | i | -0.6% | -7% | 6%
O=C(O)c1ccccc1-c1ccccc1C(=O)NCc1cccc(C(F)(F)F)c1 | 3% | 2% | 0.2% | 3% | -3.4% | i | 0.4% | 23% | 1%
Cc1ccc(C)c(S(=O)(=O)N2CCN(c3ncccn3)CC2)c1 | -1% | -8% | -0.7% | 5% | -3.2% | i | 0.5% | -6% | 4%
COc1cc(C(=O)NC2CC3CCCC(C2)N3CC(=O)Nc2ccccc2)cc(OC)c1OC (stereo unspecified) | -3% | 1% | -0.5% | 1% | -1.3% | i | -0.2% | 21% | 2%
CC(C)CCNc1nc2ccccc2nc1NS(=O)(=O)c1cccs1 | 11% | 0% | nt | nt | nt | i | 0.5% | -18% | -8%
CCOC(=O)c1cc2c(=O)[nH]c(C(Cl)(Cl)Cl)nc2o1 | -2% | 1% | -1.2% | -5% | -11% | i | 0.1% | 3% | -3%
CCCS(=O)(=O)c1ccc(COC(=O)c2cccc(NC(=O)C(C)C)c2)cc1 | 4% | 0% | 0.8% | 8% | -0.6% | i | -0.4% | 1% | 3%
Cc1ccc(CCN2CC(C(=O)NCCN3CCOCC3)CC2=O)cc1 (stereo unspecified) | 2% | 1% | -0.5% | -15% | 0.2% | i | -0.3% | 5% | -8%
CCCOc1ccc(NC(=O)c2c(-c3ccccc3)noc2C)cc1 | 21% | -3% | -1.0% | 9% | 0.3% | i | 1.2% | -2% | -5%
CCNC(=O)CCc1nc(-c2ccc(C(C)(C)C)cc2)no1 | -6% | 2% | -3.0% | 2% | -1.2% | i | -1.2% | -1% | 10%
COc1ccc(C(=O)CN2C(=O)c3ccccc3S2(=O)=O)cc1 | 3% | 1% | nt | nt | nt | i | 0.9% | 0% | -7%
COCC(=O)n1nc(-c2ccccc2)nc1NCc1cccs1 | 2% | 10% | 0.6% | 2% | 3.2% | i | 0.2% | 19% | -1%
Cc1cc(=O)[nH]c(N/N=C/C2=C(N3CCOCC3)C(=C\c3ccc(Cl)cc3)/CC2)n1 | 16% | -4% | -0.8% | -87% | -15% | i | -0.1% | -6% | -5%
CCN(CC)c1ncnc2c1sc1nc(N3CCOCC3)c3c(c12)CCC3 | 10% | 4% | -1.5% | 9% | -2.2% | i | 1.0% | 14% | -4%
COCCN1C(=O)C(=O)/C(=C(/O)c2cccc(OC)c2)C1c1ccco1 (stereo unspecified) | 10% | 0% | -0.4% | -16% | -4.5% | i | -0.5% | 23% | -2%
CC1=CC(=C2C=CC(=O)C=C2)C=C(C)N1C | -5% | 4% | nt | nt | nt | i | -0.4% | 5% | -11%
Cc1ccc(S(=O)(=O)N(Cc2cc3cc4c(cc3[nH]c2=O)OCCO4)CC2CCCO2)cc1 (stereo unspecified) | 9% | 0% | 0.5% | 11% | -5.3% | i | -0.4% | -2% | 23%
Cn1cnnc1SCC(=O)Nc1ccc(Cl)c(S(=O)(=O)N2CCOCC2)c1 | 1% | -2% | 0.3% | -18% | -3.2% | i | -0.5% | -1% | 1%
Cc1cccc(NC(=O)NC(C)CCc2ccccc2)c1 (stereo unspecified) | -13% | 4% | -1.6% | 5% | 3.8% | i | -1.2% | 1% | 12%
Nc1ccc2oc(-c3cccc4ccccc34)nc2c1 | 16% | 1% | -1.8% | 45% | -20% | i | 0.4% | 6% | 2%
CCOC(=O)c1c(C)n(C)c2ccc(OCC(O)CN3C(=O)c4ccccc4S3(=O)=O)cc12 (stereo unspecified) | 8% | -2% | -2.6% | 23% | -9.1% | i | 0.0% | 4% | -9%
Cn1cnc2c1c(=O)n(Cc1cccc(Br)c1)c(=O)n2C | -1% | 3% | 1.3% | 0% | -6.6% | i | 1.3% | -10% | -6%
CC(C)(C)c1ccc(/C=C2\SC(=O)N(CCNC(=O)c3cccc(S(=O)(=O)N4CCOCC4)c3)C2=O)cc1 | 0% | 2% | -5.7% | -1% | -7.2% | i | 0.0% | 9% | -4%
COC(=O)c1c(C)[nH]c(O)c1C=Nc1ccc(C(C)C)cc1 | 3% | 7% | 3.8% | 2% | -0.5% | i | -0.3% | 8% | 0%
CC(C)Cc1nc2sc3c(=O)[nH]cnc3c2c2c1CCCC2 | 9% | 6% | 1.1% | 2% | -3.3% | i | -0.7% | 2% | -3%
CC(C)Cc1cc(C(=O)N2CCC(N3CCC(C(=O)N4CCOCC4)CC3)CC2)n[nH]1 | -2% | -5% | 0.5% | 1% | -5.9% | i | -0.3% | -14% | 3%
Cc1ccc(C(c2c(C)nn(-c3ccccc3)c2N)c2c(C)nn(-c3ccccc3)c2N)cc1 | 1% | 17% | 3.8% | 23% | -3.8% | i | -0.8% | 17% | 10%
O=C(CSC(=S)N1CCCC1)c1cc(Br)cc(Br)c1O | 16% | 9% | -1.4% | -9% | -8.2% | i | 0.4% | 48% | -3%
CCSc1nc(O)cc(=O)[nH]1 | 0% | -1% | nt | nt | nt | i | 0.4% | -6% | -3%
Cc1ccc(NC(=O)c2nn(C34CC5CC(CC(C5)C3)C4)cc2[N+](=O)[O-])cc1 | 0% | -4% | -2.0% | 4% | -0.4% | i | -1.2% | 14% | 6%
COC(=O)CSc1nnc(NC(=O)/C=C\c2ccc3c(c2)OCO3)s1 | 16% | -3% | 1.5% | -10% | -7.3% | i | 1.5% | -1% | -14%
O=C(O)Cc1ccc2oc(-c3cccnc3)nc2c1 | -2% | 3% | -1.6% | -7% | -6.4% | i | 0.4% | 5% | -1%
O=S(=O)(/C=C/c1ccccc1)N1CCN(c2ccccc2)CC1 | 8% | 5% | 3.1% | -5% | -3.9% | i | 0.1% | 5% | -5%
CNS(=O)(=O)c1cccc(C(=O)OCc2cc(C(C)=O)ccc2OC)c1 | -3% | -3% | 0.0% | 9% | -5.9% | i | 0.5% | 3% | -5%
Cc1ccc(C)c(-n2nnnc2Sc2nc([N+](=O)[O-])nn2C)c1 | 13% | 0% | -2.5% | 33% | -3.3% | i | 0.1% | 15% | -5%
CCCCSc1nnc(NC(=O)CCc2ccccc2)s1 | 4% | 3% | -2.3% | -6% | -4.7% | i | -0.1% | -1% | 0%
N#C/C(=C(/O)c1ccco1)c1nc2ccccc2[nH]1 | 13% | 5% | -0.8% | 21% | -1.6% | i | 0.0% | 12% | 1%
Cc1cccc(C(=O)N2CCC(Cc3ccccc3)CC2)c1[N+](=O)[O-] | 5% | -1% | -0.6% | -5% | -2.1% | i | -2.4% | -13% | -4%
CCc1cc(OCCN(C)C)ccc1Cl | 3% | 2% | 1.2% | -1% | -5.2% | i | -0.3% | -2% | -7%
COc1ccc(N(C(=O)c2ccccc2C)S(=O)(=O)c2cccs2)cc1 | 0% | -7% | 22% | -1% | -7.9% | i | -0.7% | -3% | 4%
Cc1cc(C)nc(Sc2ncnc3c2oc2ccccc23)n1 | 5% | 0% | -2.5% | 2% | -4.3% | i | 2.5% | -17% | 9%
CC(C)CC(C(=O)NC(C)(C)C)N(Cc1cccs1)C(=O)c1snc(C(N)=O)c1N (stereo unspecified) | 4% | 3% | -0.6% | 13% | -6.8% | i | -1.2% | 3% | 1%
CCOC(=O)C1CCN(Cc2ccc(OC)cc2OC)CC1 | -3% | 1% | -2.9% | 6% | -6.1% | i | 0.4% | 5% | 7%
c1ccc2c(c1)ncn2CCCOc1ccc2c(c1)CCC2 | -1% | 4% | -0.2% | 5% | -4.1% | i | 2.7% | 5% | 8%
N#C/C(=C/c1ccc(Sc2nc3ccccc3[nH]2)o1)c1ccccc1F | 13% | 2% | -1.2% | 7% | -7.8% | i | 3.2% | -6% | 3%
COc1ccc(-c2cccc(C(=O)NCC(=O)O)c2)cc1 | 8% | 2% | -0.5% | 2% | -3.3% | i | 1.9% | 29% | -7%
O=c1c2cc3c(cc2[nH]c(=S)n1C1CCN(Cc2ccccc2)CC1)OCO3 | -2% | -8% | 0.8% | 10% | -0.1% | i | 0.2% | -21% | 5%
O=C(CCNC(=O)c1ccccc1Cl)Nc1nc(-c2ccc3ccccc3c2)cs1 | 0% | -1% | -1.6% | 39% | -7.6% | i | -1.6% | 9% | -1%
Cc1cc(SCC(=O)c2cc(C)n(C)c2C)nc2ccccc12 | 3% | -4% | -4.1% | 14% | -9.2% | i | -0.8% | 1% | 22%
CCNCCNC(=O)c1c(O)c2c([nH]c1=O)CCCC2 | 1% | 0% | 1.5% | 20% | -2.2% | i | -0.2% | 4% | -7%
CCOC(=O)Nc1ccc2c(c1)Sc1ccccc1N2C(=O)CCN1CCOCC1 | 2% | -1% | -0.7% | -1% | -4.3% | i | 0.0% | 16% | 5%
S=C(NCC1COc2ccccc2O1)Nc1ccccc1 (stereo unspecified) | -4% | -1% | -0.4% | 0% | -2.7% | i | ? | -6% | 21%
O=C(O)C(Cc1ccccc1)N1C(=O)CCC1=O (stereo unspecified) | 0% | -4% | -0.3% | -5% | -4.6% | i | 0.5% | -5% | 2%
CCOc1ccc(NC(=S)N(CCOC)C(C)c2cccnc2)cc1 (stereo unspecified) | -2% | 3% | 16% | -1% | -6.0% | i | 0.2% | -5% | -2%
